# OX1R antag – blocks the human orexin 1 receptor; O43613; OX1R-expressing cells, FRET antagonist read-out; inhibition, % at 6.6 µM; hit rate 1.8% among 330,000; AID 485270; in the data active = inhibition mostly above about 38%, no sharp cut-off; inactive = mostly below about 40%;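 also: 0% = agonist challenge alone and 100% = reference antagonist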
# Target sequence (O43613 whole entry, looked up): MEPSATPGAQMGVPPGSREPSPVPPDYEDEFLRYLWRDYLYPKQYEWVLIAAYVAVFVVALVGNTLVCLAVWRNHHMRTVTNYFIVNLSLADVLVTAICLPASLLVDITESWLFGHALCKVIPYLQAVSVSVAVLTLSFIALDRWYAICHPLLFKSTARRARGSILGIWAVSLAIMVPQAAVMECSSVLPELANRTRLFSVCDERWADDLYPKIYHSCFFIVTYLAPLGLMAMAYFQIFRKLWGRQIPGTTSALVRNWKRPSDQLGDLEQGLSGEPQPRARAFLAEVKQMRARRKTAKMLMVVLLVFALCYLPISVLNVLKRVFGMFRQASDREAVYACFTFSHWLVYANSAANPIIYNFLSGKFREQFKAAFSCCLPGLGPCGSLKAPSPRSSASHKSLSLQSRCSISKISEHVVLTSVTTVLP
# KCNQ2 block – KCNQ2 channel blockers in CHO-K1 cells – cell-based, FluxOR thallium flux, B-score, primary screen (AID 2156) | O88943 | 20 min; stronger effect = lower value | B-score at 10 µM | hit rate 1.1% among 310,000;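 active = fluorescence ratio B-score at most minus 3 library SDs, with starting brightness B-score within 2 library SDs, cut at about -5.5 in these data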
# STK33 inh – blocks human STK33 kinase activity | Q9BYT3 | purified STK33, MBP phosphorylation, ADP-Glo luminescence | inhibition, % at 10 µM | hit rate 0.073% among 320,000 | AID 2661;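 active = inhibition at or above 25%, using the most active replicate where run in duplicate; inactive = inhibition below 25%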
# Target sequence (Q9BYT3 whole entry, looked up): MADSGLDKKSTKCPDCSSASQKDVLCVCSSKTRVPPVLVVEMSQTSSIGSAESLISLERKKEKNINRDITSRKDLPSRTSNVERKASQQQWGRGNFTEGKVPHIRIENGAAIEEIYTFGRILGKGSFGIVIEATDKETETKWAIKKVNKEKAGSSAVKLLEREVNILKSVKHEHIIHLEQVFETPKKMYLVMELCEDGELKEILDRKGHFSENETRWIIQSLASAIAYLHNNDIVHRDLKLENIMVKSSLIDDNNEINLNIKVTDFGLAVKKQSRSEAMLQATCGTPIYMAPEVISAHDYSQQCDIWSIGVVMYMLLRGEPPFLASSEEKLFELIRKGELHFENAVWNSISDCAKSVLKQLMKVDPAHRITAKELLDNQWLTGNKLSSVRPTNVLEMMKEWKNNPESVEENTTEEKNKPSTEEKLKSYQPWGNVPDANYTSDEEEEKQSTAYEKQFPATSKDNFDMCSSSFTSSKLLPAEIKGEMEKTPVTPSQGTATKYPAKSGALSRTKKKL
# Starred values were filed as active, the others as inactive; i = inactive; . = not tested or not shown; & = joins results of further samples.
SMILES,OX1R antag,KCNQ2 block,STK33 inh
N#CCCn1cc(C(=O)N2CCCCC2)c(-c2cccc([N+](=O)[O-])c2)n1,29,i,0.0
CC(=O)Nc1ccc(C=NNc2ccc(S(=O)(=O)Nc3ccccc3C(=O)O)cc2[N+](=O)[O-])cc1,4,.,-1.9
N#Cc1ccc(CNc2cnccn2)cc1,6,i,-3.2
CCOC(=O)COc1ccc(S(=O)(=O)NCCC2=CCCCC2)cc1,22,i,-1.2
COCCNC(=O)CS(=O)Cc1nc(-c2ccc(Cl)cc2)oc1C (stereo not drawn),8,i,0.3
Cc1ccc(-n2c(C)cc(C(=O)COC(=O)c3ccc[nH]c3=O)c2C)cc1C,3,i,-0.4
CCn1ncc(/C=N/NC(=O)c2cc(Cl)ccc2OC)c1C,30,i,-1.5
COc1ccc(C2C(C#N)=C(N)OC3=C2C(=O)CC(C)(C)C3)cc1Cn1cc([N+](=O)[O-])cn1 (stereo not drawn),13,i,2.3
O=C1NN=C(c2ccc(Br)cc2)CC1c1ccc(Cl)cc1 (stereo not drawn),5,i,0.5
COc1ccc(COC(=O)C2CCN(S(=O)(=O)c3cccs3)CC2)cc1,18,i,-0.8
C[C@H]1CN([C@@H](C)CO)C(=O)Cc2cc(NC(=O)C3CC3)ccc2O[C@H]1CN(C)Cc1ccc(C(=O)O)cc1,1,.,0.2
O=C(COC(=O)CNC(=O)c1sc2ccccc2c1Cl)Nc1cc(Cl)cc(Cl)c1,7,i,-2.1
C[C@@H]1CCC[C@]2(O[C@H](CCO)C[C@H](O)[C@H]2O)O1,32,i,-1.1
O=C(COc1ccc2ccccc2c1Br)Nc1ccncc1,26,i,0.6
COc1ccc(C)cc1Nc1n[n+](-c2ccccc2)c(-c2ccc(C(=O)O)cc2)s1,-2,i,8.9
CCCCCc1ccc(-c2cn(Cc3ccc4ccccc4c3)nn2)cc1,9,i,0.5
CCOc1ccc(N=CNc2ccc(OCC)cc2)cc1,1,i,-0.9
CCSc1nnc(NC(=O)CN2C(=O)NC3(CCCC3)C2=O)s1,0,.,-0.1
COC(=O)C(C)N1C(=O)S/C(=C/c2cc(C)n(-c3ccccn3)c2C)C1=O (stereo not drawn),35,i,-0.2
COc1ccc(CNC(=O)C(C)c2ccc([N+](=O)[O-])cc2)cc1 (stereo not drawn),15,i,-1.1
O=C(NC(=S)Nc1ccc2[nH]c(=O)[nH]c2c1)c1ccccc1F,5,i,0.6
CC(C)N1C(=O)CCC1C(=O)NCc1cccs1 (stereo not drawn),13,i,-2.3
COC(=O)c1ccc(C)c(NC(=O)CCc2cc(OC)c(OC)c(OC)c2)c1,19,i,-1.8
CCc1ccc(C(=O)COC(=O)CNC(=O)COc2ccccc2)cc1,18,i,-0.5
O=C(CN1C(=O)c2ccccc2S1(=O)=O)c1ccc2c(c1)OCCO2,3,i,-2.1
SMILES,OX1R antag,KCNQ2 block,STK33 inh
Cn1ncc(C#N)c1NC(=O)c1cc(-c2ccccc2Cl)on1,3,i,0.4
O=C(O)c1cnn2c1NC(c1cccs1)CC2C(F)(F)F (stereo not drawn),7,i,-0.5
COc1cccc(C(=O)CN(C(=O)c2ccc(Cl)cc2Cl)N2C(=O)c3ccccc3C2=O)c1,14,i,.
Cc1nc2ccccc2nc(C)c1=NOCc1ccc(Cl)cc1Cl,16,i,-0.2
CC(=O)c1ccccc1NC(=O)COC(=O)/C=C/c1cccs1,18,i,-2.9
O=Cc1c(NCc2ccccc2)c2ccccc2[nH]c1=O,13,i,0.1
CC(Oc1ccccc1Br)C(=O)N1CCc2ccccc21 (stereo not drawn),25,i,-0.3
CC(C)CCN(C(=O)c1csnn1)C(C(=O)NC1CCCC1)c1ccccc1 (stereo not drawn),24,i,-1.1
Cc1oc2cc3oc(=O)c(CCC(=O)NCCCN4CCCC4=O)c(C)c3cc2c1C,17,i,-0.1
NNC(=O)Cn1c(COc2ccc(Cl)cc2)nc2ccccc21,8,i,-0.5
CCc1nn2c(N)c(/C=C3\C=Nc4ccccc43)c(=O)nc2s1,13&43,i,0.4&-1.4
COc1ccc(CNc2nc(C)c([N+](=O)[O-])c(C)c2C#N)cc1,32,i,-0.9
O=c1[nH]c2cccnc2n1-c1cccc([N+](=O)[O-])c1,34,i,-3.1
Cc1nnn(C23CC4CC(CC(C4)C2)C3)n1,-2,i,-0.2
CCOc1ccccc1C(C(=O)NC1CCCC1)N(C(=O)c1csnn1)C1CC1 (stereo not drawn),0,i,-1.4
Cc1cc(C(=O)N2CCCC(C(=O)c3cccc4ccccc34)C2)nc(C)n1 (stereo not drawn),17,i,-1.3
CCN1C(=O)c2ccccc2S(=O)(=O)c2ccc(C(=O)NC(C)C)cc21,-4,i,-1.9
Cc1cc(N2C(=O)C(O)=C(C(=O)c3cc4ccccc4o3)C2c2ccc(OC(C)C)cc2)no1 (stereo not drawn),4,i,2.5
CC(C)[C@H](NS(=O)(=O)c1ccccc1F)C(=O)OCC(=O)Nc1cccc(S(N)(=O)=O)c1,3,.,-1.0
O=C(O)C1CCCCC1C(=O)NCCCc1ccccc1 (stereo not drawn),10,i,-0.9
NC(=O)CCn1ccc2ccccc21,3,i,-1.0
Cc1cc(C)c(NC(=O)COC(=O)CSc2ccc(Br)cc2C)c(C)c1,10,i,6.9
CCN(C(=O)CSc1cc(C)c2ccccc2n1)C1CCS(=O)(=O)C1 (stereo not drawn),16,i,-1.0
Cc1cc(SCC(=O)c2ccc(O)c(O)c2)nc2ccccc12,55,i,0.2
CC(C)(C)C(=O)NC(=S)Nc1ccc(F)cc1,21,i,-0.7

# Reformatted: results already given.
Structure: CC(C)(C)C(=O)NC(=S)Nc1ccc(F)cc1
  OX1R antag: 21
  KCNQ2 block: i
  STK33 inh: -0.7
Structure: Cc1nc2ccccc2nc(C)c1=NOCc1ccc(Cl)cc1Cl
  OX1R antag: 16
  KCNQ2 block: i
  STK33 inh: -0.2
Structure: Cc1nnn(C23CC4CC(CC(C4)C2)C3)n1
  OX1R antag: -2
  KCNQ2 block: i
  STK33 inh: -0.2
Structure: CCn1ncc(/C=N/NC(=O)c2cc(Cl)ccc2OC)c1C
  OX1R antag: 30
  KCNQ2 block: i
  STK33 inh: -1.5

# Copied from the list.
# Under STK33 inh, NC(=O)CCn1ccc2ccccc21 is listed with -1.0
# Under OX1R antag, O=c1[nH]c2cccnc2n1-c1cccc([N+](=O)[O-])c1 is listed with 34
# Under OX1R antag, C[C@H]1CN([C@@H](C)CO)C(=O)Cc2cc(NC(=O)C3CC3)ccc2O[C@H]1CN(C)Cc1ccc(C(=O)O)cc1 is listed with 1

# Structures above that have an aryl thioether with sulfur outside any ring, in the order listed:
SMILES,OX1R antag,KCNQ2 block,STK33 inh
CCSc1nnc(NC(=O)CN2C(=O)NC3(CCCC3)C2=O)s1,0,.,-0.1
Cc1cc(C)c(NC(=O)COC(=O)CSc2ccc(Br)cc2C)c(C)c1,10,i,6.9
CCN(C(=O)CSc1cc(C)c2ccccc2n1)C1CCS(=O)(=O)C1 (stereo not drawn),16,i,-1.0
Cc1cc(SCC(=O)c2ccc(O)c(O)c2)nc2ccccc12,55,i,0.2

# (list continues)
SMILES,OX1R antag,KCNQ2 block,STK33 inh
CCCc1ccc(-c2cc(C(=O)NC3=NCCS3)c3ccccc3n2)cc1,5,i,0.2
O=C(CCNS(=O)(=O)c1ccc2c(c1)CCC(=O)N2)NCc1ccc2c(c1)OCO2,6,i,-0.4
O=C(C1CCN(S(=O)(=O)c2cccc3cccnc23)CC1)N1CCc2ccccc21,23,i,-1.7
CC(=O)Nc1cccc(-c2nnc(-c3ccc(C)cc3)o2)c1,.,i,-11
Cc1csc(NC(=O)c2cccc(C)c2C)n1,27,i,-1.2
O=C(NNS(=O)(=O)c1ccccc1Cl)c1nn(-c2ccc(F)cc2)ccc1=O,23,i,2.0
Cc1ccc(N(C(C)C(=O)N2CCC(C)CC2)S(C)(=O)=O)cc1C (stereo not drawn),8,i,-1.4
O=[N+]([O-])c1cccc(-c2nnc3ccc4ccccc4n23)c1,25,i,-1.2
CC1(C)NC(=O)N(CC(=O)N2CCCC(C(F)(F)F)C2)C1=O (stereo not drawn),14,i,-1.7
CC[C@@]1(O)C(=O)OCc2c1cc1n(c2=O)Cc2cc3c(N)cccc3nc2-1,52,i,0.8
CN(c1ccc(C(=O)Nc2ccc3c(c2)OCCO3)cc1)S(C)(=O)=O,4,i,2.6
Cc1c(C(=O)N2CCc3ccccc32)cnn1C,11,i,0.9
CC(C)=NNC(=O)c1c(O)c2ccccc2[nH]c1=O,12,i,0.4
CCNC(=O)CCSc1nnc(-c2ccco2)o1,22,i,-0.7
CCn1cc([N+](=O)[O-])c(C(=O)Nc2nc(-c3ccc(C)cc3)c(C)s2)n1,16,i,-0.8
CC(C)C(C(=O)NCc1ccco1)N(Cc1ccco1)C(=O)CNS(=O)(=O)c1ccc(F)cc1 (stereo not drawn),18,i,-0.6
COc1ccc(-c2nc(SC(CC(=O)NCCO)c3cccs3)n[nH]2)cc1 (stereo not drawn),4,i,-0.7
CCOC(=O)c1cc(-c2ccccc2)sc1NC(=O)CN1C(=O)NC(CC)(c2ccc(F)cc2)C1=O (stereo not drawn),6,i,-1.5
CC(=O)/C(=N\Nc1ccccc1)Sc1nnc(-c2ccccc2)n1-c1ccccc1,23,i,-0.2
O=C(OCc1c(Cl)cccc1Cl)c1ccncc1,11,i,-1.9
COc1ccc(Cl)cc1NC(=O)C1CCN(S(C)(=O)=O)CC1,26,i,0.0
CCN(CC(=O)NCCc1ccc(S(N)(=O)=O)cc1)Cc1nc2cc(OC)c(OC)cc2c(=O)[nH]1,8,i,-0.3
CCOc1cc(S(=O)(=O)NCC2CCCO2)ccc1F (stereo not drawn),3,i,-0.7
C/C(CC(=O)NCc1ccco1)=N\NC(=O)Cc1cccc2ccccc12,14,i,-0.5
Cc1ccccc1S(=O)(=O)Cc1ccc(C(=O)NCCCN2CCN(C)CC2)o1,13,i,-1.9
SMILES,OX1R antag,KCNQ2 block,STK33 inh
CC(=O)N(c1c(C)n(C)n(-c2ccccc2)c1=O)C1(C(=O)NC2CCCCC2)CCCCC1,5,i,-0.6
COCCn1c(NCc2ccco2)nc2c1c(=O)[nH]c(=O)n2C,17,i,1.2
O=C(O)c1ccc2c(c1)S(=O)(=O)c1cc(Cl)ccc1C2=O,32*,.,-1.6
COC(=O)C(C)N(C(=O)c1ccc(C(=O)c2ccccc2)cc1)c1c(C)cccc1C (stereo not drawn),14,i,1.1
COc1cc2c(cc1NC(=O)c1cccc([N+](=O)[O-])c1C)oc1ccccc12,18,i,-1.2
O=c1[nH]c(CSc2nnnn2-c2ccc(Cl)cc2)nc2ccccc12,22,i,0.1
COc1ccc(-n2nnc3c(=O)n(CC(=O)N4CCCc5ccccc54)cnc32)cc1,7,i,-0.9
CCCN1Cc2cccc(C(=O)N3CCN(c4ccccc4)CC3)c2C1=O,3,i,-0.1
Cc1cccc(Nc2ncnc3nc[nH]c23)c1,4,i,6.7
CCC(=O)Nc1ccc(C(=O)NNC(=O)c2cc([N+](=O)[O-])cc([N+](=O)[O-])c2)cc1,181*,i,0.4
CC(=O)c1cccc(NC(=O)c2ccc3c(c2)CCCC3)c1,33,i,0.7
COc1cccc(NC(=O)COC(=O)c2c3c(nc4ccccc24)CCC(C)C3)c1 (stereo not drawn),36*,i,-1.8
CCn1c(SCC(=O)NC2(C#N)CCCCC2)nc2ccccc2c1=O,27,i,-0.7
Cc1cccc(N(Cc2ccccc2)C(=O)Cc2ccc(S(=O)(=O)N3CCOCC3)s2)c1,17,i,-3.8
N#CC1(NC(=O)COC(=O)c2ccccc2SCC(=O)N2CCCC2)CCCCC1,23,i,-1.5
Cc1nc(Nc2ccc(Cl)c(Cl)c2)sc1C(=O)Nc1ccccc1,69*,i,-1.1
O=C(NCc1ccc(F)cc1)C1CCN(S(=O)(=O)c2ccc(Cl)cc2)CC1,30,i,-0.8
CCOC(=O)CCSc1nc(C)c2cc(OC)ccc2n1,16,i,2.5
Cn1c(=O)[nH]c(=O)c2c1nc(N/N=C/c1ccncc1)n2Cc1ccc(F)cc1,10,i,-1.6
CCOc1cc(CNCCSc2nnnn2C)cc(Br)c1OCc1ccc(F)cc1,23,i,0.0
COc1cc(CNCCc2c[nH]c3ccccc23)ccc1OCc1ccccc1F,7,i,-1.1
C=CCc1ccc(O)c(-c2cc(CC=C)ccc2O)c1,3,i,-0.6
Cc1cc(OCC(=O)NCCO)cc(C)c1Cl,15,i,-1.4
O=C(Cn1cnc2ccccc2c1=O)N1CCN(Cc2ccccc2)CC1,23,i,-1.7
CCOc1ccc(Cl)cc1/C=C1/C(=O)ON=C1C,-6,i,-0.8
SMILES,OX1R antag,KCNQ2 block,STK33 inh
Cc1ccc(S(=O)(=O)N2CCN(c3ccccc3)CC2)cc1C(N)=O,7,i,-1.3
Cc1cc(C(F)(F)F)nn1CC(=O)NCc1ccco1,12,i,0.1
Cn1nnnc1SC1CC(=O)N(c2ccccc2)C1=O (stereo not drawn),3,i,-1.4
c1ccc2c(c1)nc1n2CCN1CCNC1CCCCC1,-2,i,-0.7
Cc1onc(-c2c(Cl)cccc2Cl)c1C(=O)Nc1ccc(Cl)cn1,9,i,-0.3
Cc1sc2ncnc(Sc3ccccc3C(=O)Nc3ccccc3Cl)c2c1C,7,i,5.7
COCCn1c(SCC(=O)Nc2cccc(OC)c2)nnc1-c1ccc(Cl)cc1,28,i,-1.2
COc1ccc(C(=O)NCC(=O)N/N=C/c2c(C)[nH]c3ccccc23)cc1,6,i,-1.9
Cc1c(C(=O)N2CCN(c3ccc(F)cc3)CC2)sc2nc(-c3ccccc3)cn12,16,i,-0.7
O=C(c1ccc(F)cc1)C1CCN(C(=S)Nc2ccccc2)CC1,5,i,-1.4
Cc1cc(C)cc(NC(=O)c2ccccc2NC(=O)CCC(=O)O)c1,20,i,-0.6

# An excerpt from above, showing only STK33 inh and OX1R antag.
canonical_smiles | STK33 inh | OX1R antag
Cn1nnnc1SC1CC(=O)N(c2ccccc2)C1=O (stereo not drawn) | -1.4 | 3
c1ccc2c(c1)nc1n2CCN1CCNC1CCCCC1 | -0.7 | -2

# Outcome played no part in choosing rows, and some 2.7% of all compounds hit somewhere here.
